Screening results: PubChem, National Center for Advancing Translational Sciences (NCATS)
MmCpn inh: blocks the Methanococcus maripaludis chaperonin Mm-Cpn; AID 504842; Potency, µM (doses to about 76.9 µM), for the others: top-dose activity, negative = inhibition, usual class: inhibitors; hit rate 0.031% among 330,000; purified Mm-Cpn ATPase, ADP Transcreener TR-FRET; also: potency is read from the fitted curve at half-maximal effect; % is scaled to controls: 0 for no effect and ±100 for the full control effect; nearly all actives have a fitted effect of over 80% in size
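Eu-cryptate anti-ADP/ADP-d2 competition gives a ratio inversely related to ADP. Enzyme at 25 nM was pre-exposed to compound for 10 min, then given 10 uM ATP for 30 min, 37°C throughout.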
CCT chaperon mod: modulators of cytosolic chaperonin (CCT/TRiC) activity; purified chaperonin ATPase assay, HTRF ADP detection, 30 min; activity change, % (concentration not given with the values), hits read low; hit rate 0.3% among 360,000; AID 651819; in the data active = activity change below about -30%; also: % is scaled to controls: 0 for no effect and ±100 for the full control effect
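TRiC (40 or 20 nM final, by batch activity) in 30 mM Tris pH 7.4, 100 mM KCl, 5 mM MgCl2, 1 mM DTT was treated with compound at 76 uM single dose, then 10 uM ATP, 30 min at 37 °C. ADP was read by HTRF Transcreener.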
EPAC2 agonist: EPAC2 (human) agonism | AID 720711 | Q8WZA2 | EPAC2 activation, biochemical qHTS; response scale: 100% = 6.5 mM cAMP response | Potency, µM (doses to about 154 µM), for the others: at the highest dose activation, usual class: activators | hit rate 0.079% among 360,000; also: potency is read from the fitted curve at half-maximal effect; nearly all actives have a fitted effect of over 50% in size
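Exchange assay: 100 nM EPAC2 with 250 nM Rap1B-BODIPY-GDP and 50 uM GDP. Fluorescence (ex 480/em 540 nm) read every 5 min for 30 min at room temperature. Data normalized to 6.5 mM cAMP as agonist control.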
DRD3 antagonist: D3 dopamine receptor (human) antagonism. max response, negative = inhibition, %. AID 652054. hit rate 2.5% among 360,000. P35462. D3R cells, DiscoveRx beta-arrestin luminescence, antagonist mode; stronger effect = lower value; in the data active = max response below about -50%; inconclusive = no clear call, values can overlap the other calls; also: % is scaled to controls: 0 for no effect and ±100 for the full control effect; mostly tested at two doses, the higher about 12 µM
Target sequence (P35462 whole entry, looked up): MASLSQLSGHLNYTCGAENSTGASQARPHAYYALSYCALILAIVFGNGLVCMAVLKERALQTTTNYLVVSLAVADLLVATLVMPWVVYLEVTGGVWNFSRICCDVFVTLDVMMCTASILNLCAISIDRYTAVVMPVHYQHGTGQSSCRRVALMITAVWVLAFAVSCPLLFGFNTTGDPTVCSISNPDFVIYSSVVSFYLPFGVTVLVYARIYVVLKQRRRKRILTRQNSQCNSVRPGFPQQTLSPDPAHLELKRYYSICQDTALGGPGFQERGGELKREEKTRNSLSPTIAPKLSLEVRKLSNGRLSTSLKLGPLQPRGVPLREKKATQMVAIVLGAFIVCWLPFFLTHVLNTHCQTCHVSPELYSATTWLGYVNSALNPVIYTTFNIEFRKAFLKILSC
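Cells plated overnight at 1500 cells/well, then exposed to library compounds with dopamine controls for 90 minutes at 37 degrees C. DiscoveRx reagent added for 30–60 minutes at room temperature; luminescence read, quantitative HTS format.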
PTHR1 agonist: agonists of human PTHR1 parathyroid hormone receptor; AID 743266; HEK293 GP2 PTHR1 cells, GloSensor cAMP luminescence, 1 h; hit rate 0.075% among 410,000; Potency, µM (highest dose often 115 µM), inactives show top-dose activation, usual class: activators; also: potency is read from the fitted curve at half-maximal effect; nearly all actives have a fitted effect of over 55% in size; some results filed as inactive show a strong effect at the top dose; inactives centre near -15; many of its hits are not listed in these tables
Target sequence (Q03431 whole entry, looked up): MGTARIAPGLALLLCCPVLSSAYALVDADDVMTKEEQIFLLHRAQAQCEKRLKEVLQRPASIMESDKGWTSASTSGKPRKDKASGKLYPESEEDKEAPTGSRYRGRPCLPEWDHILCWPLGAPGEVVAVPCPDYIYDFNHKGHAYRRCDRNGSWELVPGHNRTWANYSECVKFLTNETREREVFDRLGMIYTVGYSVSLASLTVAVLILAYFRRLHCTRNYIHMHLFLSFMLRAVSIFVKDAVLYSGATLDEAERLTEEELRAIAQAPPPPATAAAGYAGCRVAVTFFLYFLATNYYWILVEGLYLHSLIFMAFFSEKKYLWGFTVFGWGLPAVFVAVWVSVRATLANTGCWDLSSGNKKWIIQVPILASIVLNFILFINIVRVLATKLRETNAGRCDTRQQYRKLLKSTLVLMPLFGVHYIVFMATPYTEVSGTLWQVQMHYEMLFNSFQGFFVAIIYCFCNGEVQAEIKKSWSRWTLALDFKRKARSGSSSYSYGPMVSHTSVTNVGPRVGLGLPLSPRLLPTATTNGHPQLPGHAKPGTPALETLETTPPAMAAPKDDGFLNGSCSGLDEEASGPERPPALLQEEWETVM
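HEK-293-derived GP2 cells expressing PTHR1 and a GloSensor cAMP reporter, 3,000/well, plated overnight, given luciferin plus IBMX (each 0.5 mM as added) for 1 h at 37 °C, then compound for 1 h at 37 °C. Luminescence was read after 15 min at room temperature.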
D3 ag: D3 dopamine receptor (human) agonism; P35462; D3R DiscoveRx beta-arrestin cells, luminescence, 90 min; max activation, %; hit rate 0.58% among 410,000; AID 652048; in the data active = max activation above about 30%; also: 0% is about no effect; mostly tested at two doses, the higher about 12 µM
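Cells at 1500/well, incubated overnight, then treated with pinned compounds (dopamine as control) for 90 min at 37 degrees C. DiscoveRx reagent added for 30 - 60 minutes at room temperature; luminescence read.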
Akt phos inh: inhibitors of Akt phosphorylation. AID 651550. activity change, % for hits at 50 µM. hit rate 0.32% among 360,000. Neuro2A IGF-stimulated pAkt S473 HTRF, 20 min; stronger effect = lower value; in the data active = activity change below about -80%; inconclusive = mostly about -51% to -80%; also: % is scaled to controls: 0 for no effect and ±100 for the full control effect
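Single-point screen (50 µM final compound) in Neuro2A cells stimulated 20 min with 6 nM IGF at 37 deg C. After lysis, Ser473-phosphorylated Akt read by HTRF (ex 330 nm, em 615/665 nm) as the 665/615 ratio.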
EPAC2 antag: antagonists of human EPAC2; Q8WZA2; EPAC2 GEF exchange of Rap1B-BODIPY-GDP, fluorescence; Potency, µM (doses to about 114 µM), for inactives: top-dose activity, negative = inhibition, usual class: inhibitors; hit rate 0.18% among 360,000; also: potency is read from the fitted curve at half-maximal effect; % is scaled to controls: 0 for no effect and ±100 for the full control effect; nearly all actives have a fitted effect of over 45% in size; many of its hits are not listed in these tables
Numbers without * were called inactive; i = inactive; ? = inconclusive; / = not tested or not shown; [ ] = remark or other dose. Unless noted, calls follow the shape of the dose curve; as a rule, active = well fitted curve in the direction sought with a large enough effect; inconclusive = small, poorly fitted or top-dose-only effect, or another doubt; inactive = no such curve, though single readings can be large; an effect the other way counts as inactive or inconclusive. Not all compounds are listed, so the mix of outcomes need not match the whole.

1. CSc1nc(C)cc(-n2ccc(=O)[nH]c2=O)n1
2. Cc1cc(C)c(C#N)c(N2CCN(Cc3ccc4c(c3)OCO4)CC2)n1
3. CCC(Sc1ncccc1C(=O)O)C(=O)N1CCCC1 (configuration not stated)
4. CCNc1nc(Oc2ccccc2)nc(OC(C)C(=O)OCC)n1 (configuration not stated)
5. Cc1ccc(NC(=O)CN2C(=O)/C(=C\c3cccs3)SC2=S)cc1
6. COc1ccccc1NCC(=O)NNC(C)C(=O)Nc1cccc(Cl)c1 (configuration not stated)
7. c1ccc2c(c1)c1ccccc1n2CN1CCOCC1
8. CCOc1ccc2nc(NCCCNS(=O)(=O)c3ccccc3)c(C#N)cc2c1
assay / compound,1,2,3,4,5,6,7,8
D3 ag,0,-20,-17,1,2,-2,7,4
Akt phos inh,i,i,i,i,i,i,i,i
EPAC2 agonist,10%,5%,10%,3%,10%,7%,0%,6%
EPAC2 antag,0%,-4%,-2%,-3%,-12%,-7%,-5%,-7%
PTHR1 agonist,i,-1%[57.5 µM],-2%[57.5 µM],i,i,18%,?,-12%[57.5 µM]
CCT chaperon mod,1.0,-0.9,-2.7,-9.7,1.7,0.6,-7.4,0.0
DRD3 antagonist,16,-57*,-14,-6,7,-10,12,59
MmCpn inh,0%,1%,1%,3%,1%,0%,1%,-2%

9. Cc1cc([N+](=O)[O-])ccc1NC(=O)COc1nsnc1N1CCOCC1
10. O=C(NNS(=O)(=O)c1ccc2ccccc2c1)c1cccs1
11. C=CCNC(=O)c1c(Br)cnn1-c1ccc(C)cc1
12. CCOC(=O)N1CCC(n2c(SCC(=O)NCc3ccco3)nc3ccsc3c2=O)CC1
13. CC(C)(C)OC(=O)N1CC2Cc3[nH]c(=O)ccc3C(C2)C1 (configuration not stated)
14. CCC1Nc2ncnc(N3CCN(c4ccccc4)CC3)c2N(Cc2ccc(C)cc2)C1=O (configuration not stated)
15. Cc1ccccc1NC(=S)Nc1ccccc1
16. O=C(NNC(=S)Nc1ccccc1)c1cccs1
assay / compound,9,10,11,12,13,14,15,16
D3 ag,-8,-7,19,4,-3,-61,0,3
Akt phos inh,i,i,i,/,i,i,i,i
EPAC2 agonist,-2%,10%,1%,3%,6%,10%,3%,-2%
EPAC2 antag,2%,8%,9%,2%,-2%,-12%,-1%,4%
PTHR1 agonist,i,i,-5%,20%[57.5 µM],-4%[57.5 µM],i,i,i
CCT chaperon mod,2.0,-2.3,0.1,-1.1,-1.8,-1.7,1.4,-4.0
DRD3 antagonist,-9,1,6,21,-8,-139*,11,-5
MmCpn inh,-15%,0%,2%,0%,-1%,1%,-2%,0%

17. CCCCc1nc2cc(C(=O)N3CCCC(COC)C3)ccc2o1 (configuration not stated)
18. Cc1ccc(C(=O)COC(=O)C2CCC2)cc1
19. Cc1ccc(C(O)c2ncc(-c3ccc(Cl)cc3)[nH]2)cc1F (configuration not stated)
20. C=C1CCN([C@@H](Cc2ccccc2)C(=O)NCc2ccccc2)S(=O)(=O)c2ccccc21
21. O=C(c1ccco1)N1CCCN(C(=O)c2ccco2)CC1
22. COc1ccc(N2CCN(CC(=O)Nc3cc(C)on3)CC2)cc1
23. O=C(CCC(=O)c1ccccc1)Nc1ccc(C(=O)O)cc1
24. CN(C)c1ccc(C2=NOC(CN3C(=O)c4ccccc4S3(=O)=O)C2)cc1 (configuration not stated)
assay / compound,17,18,19,20,21,22,23,24
D3 ag,-8,-1,-2,0,-2,8,-5,1
Akt phos inh,i,i,i,i,/,/,i,i
EPAC2 agonist,2%,2%,5%,11%,-1%,5%,5%,-2%
EPAC2 antag,3%,-27%,-8%,-3%,8%,-4%,33%[activator],9%
PTHR1 agonist,-19%,-93%[inhibitor],-72%[inhibitor],i,-4%[57.5 µM],-3%[57.5 µM],7%,-11%[57.5 µM]
CCT chaperon mod,-2.1,0.5,0.5,-2.4,-0.6,0.2,-0.2,-0.6
DRD3 antagonist,10,1,?,47,27,?,-15,45
MmCpn inh,-1%,1%,/,/,1%,0%,-1%,-2%

25. COC(=O)[C@@]1(C)[C@H]2C(=O)N(Cc3ccccc3)C(=O)[C@H]2[C@H]2CN=C(SCC(=O)c3ccccc3)N21
26. CC(C)(C)NC(=O)NC(=O)COC(=O)COc1ccc(Cl)cc1Cl
27. CN(C)S(=O)(=O)c1cc(NC(=O)c2ccc(-n3ccnc3)c([N+](=O)[O-])c2)ccc1Cl
28. CC(NC(=O)C1(S(=O)(=O)c2ccc(Cl)cc2)CC1)c1ccccc1 (configuration not stated)
29. COC(=O)C1=CN(C)C=C(C(=O)OC)C1c1ccccc1Cl
30. COc1cc(/C=C2/C(=N)N3C=CSC3=NC2=O)ccc1OCCOc1ccc(NC(C)=O)cc1
31. Nc1ccccc1SCC(=O)Nc1ccc(N2CCOCC2)cc1
32. CCCCC(CC(C)O)c1n[nH]c(=S)n1-c1ccccc1 (configuration not stated)
assay / compound,25,26,27,28,29,30,31,32
D3 ag,9,11,-2,3,-7,-2,0,-1
Akt phos inh,i,i,i,i,i,i,i,i
EPAC2 agonist,5%,8%,-2%,4%,-1%,5%,-8%,-1%
EPAC2 antag,-11%,-5%,-14%,2%,1%,4%,6%,26%
PTHR1 agonist,-8%,-22%,-35%[inhibitor],i,i,-6%,i,5%
CCT chaperon mod,-2.1,-3.7,0.9,-0.6,-1.9,-1.8,1.0,2.0
DRD3 antagonist,24,12,-3,-13,-7,14,18,-20
MmCpn inh,-13%,3%,0%,-1%,-5%,-5%,1%,1%

33. COc1cc2[nH]c3c(=O)n(N)c(=O)[nH]c3c2cc1OC
34. CCCCOc1ccc(N(CC(=O)NCC2CCCO2)C(=O)CCC(=O)Nc2nccs2)cc1 (configuration not stated)
35. Cc1ccc(S(=O)CCNC(=O)Cc2ccccc2)cc1 (configuration not stated)
36. C=C(C)CNC(=S)N/N=C/c1ccc([N+](=O)[O-])cc1
37. CCc1nc2ccc(C(=O)N(CC)CCN(C)C)cn2c1N(C)C(=O)c1cccc(OC)c1
38. CSc1cccc(NC(=O)/C=C/c2cccc(Cl)c2)c1
39. CCCCS(=O)(=O)c1sc2nc(C)cc(C)c2c1N
40. CCN(CC(=O)Nc1c(F)cccc1F)C(=O)C1CCN(c2ncnc3sc(C)c(C)c23)CC1
assay / compound,33,34,35,36,37,38,39,40
D3 ag,1,-14,-13,-5,1,-13,8,19
Akt phos inh,i,i,i,i,i,i,i,i
EPAC2 agonist,5%,1%,4%,-1%,5%,15%,-1%,1%
EPAC2 antag,1%,1%,5%,5%,-5%,-10%,4%,0%
PTHR1 agonist,i,i,i,-14%,-20%,-28%,-21%,-17%
CCT chaperon mod,-0.8,1.3,1.6,0.7,0.6,-0.3,-3.1,-2.2
DRD3 antagonist,10,-19,14,4,17,-3,-14,14
MmCpn inh,-3%,-1%,2%,0%,/,-4%,0%,-2%

41. COc1ccc(NS(=O)(=O)c2cc([N+](=O)[O-])ccc2N/N=C\c2c(C)[nH]c3ccccc23)cc1
42. c1ccc(COc2ccc(Oc3nc(N4CCCCC4)nc(N4CCOCC4)n3)nn2)cc1
43. O=C(c1ccc(O)cc1)c1ccc(O)cc1O
44. S=C1NC[C@H](CC2CCCCC2)N1CC1CCCCC1
45. O=C1CCCCN1CCC(=O)N1CCCC(Nc2ccccc2)C1 (configuration not stated)
46. O=C(COc1ccc(Br)cc1)N1CCN(S(=O)(=O)/C=C/c2ccccc2)CC1
47. Cc1ccc(C(=O)Cc2nnc(C)s2)cc1
48. CCn1c(SCC(=O)N2CCCCC2)nc2c([nH]c3ccccc32)c1=O
assay / compound,41,42,43,44,45,46,47,48
D3 ag,-1,1,4,-50,2,2,8,-2
Akt phos inh,i,/,i,i,/,i,i,i
EPAC2 agonist,-7%,21%,4%,13%,5%,12%,-2%,4%
EPAC2 antag,-18%,-3%,3%,-5%,0%,-12%,15%,17%
PTHR1 agonist,i,i,i,-65%[inhibitor],i,-22%,-9%,i
CCT chaperon mod,0.4,0.4,0.3,-1.0,-3.1,1.3,0.1,-3.4
DRD3 antagonist,-17,-17,7,?,12,3,4,-8
MmCpn inh,0%,0%,0%,/,0%,1%,0%,/

49. O=c1c2c(-c3ccc([N+](=O)[O-])cc3)csc2nc2n1CCCCC2
50. CC1(CCOCc2ccccc2)NC(=O)NC1=O (configuration not stated)
51. Cn1c(=O)c(-c2cc(=O)[nH][nH]2)c(O)c2ccccc21
52. NS(=O)(=O)c1ccc(CNC(=O)NC2(c3ccccc3)CC2)cc1
assay / compound,49,50,51,52
D3 ag,-9,4,2,1
Akt phos inh,i,i,i,i
EPAC2 agonist,16%,5%,-2%,10%
EPAC2 antag,-18%,-4%,-7%,-15%
PTHR1 agonist,-48%[inhibitor],i,-11%,-31%
CCT chaperon mod,-2.7,0.2,-2.3,1.3
DRD3 antagonist,-22,9,0,-18
MmCpn inh,1%,/,1%,0%

Only PTHR1 agonist, Akt phos inh and DRD3 antagonist, for 4 of the compounds above:
nr	SMILES	PTHR1 agonist	Akt phos inh	DRD3 antagonist
7	c1ccc2c(c1)c1ccccc1n2CN1CCOCC1	?	i	12
8	CCOc1ccc2nc(NCCCNS(=O)(=O)c3ccccc3)c(C#N)cc2c1	-12%[57.5 µM]	i	59
9	Cc1cc([N+](=O)[O-])ccc1NC(=O)COc1nsnc1N1CCOCC1	i	i	-9
10	O=C(NNS(=O)(=O)c1ccc2ccccc2c1)c1cccs1	i	i	1
